Screening data as filed in PubChem.
Mot1-301 SUMO = yeast Mot1-301 growth rescue at high temperature, primary screen, SUMOylation pathway inhibitor project, S. cerevisiae, ATP luminescence, 38.5C | AID 2716, 2010 | growth rescue, % at 18.8 µM | S. cerevisiae Mot1-301 growth rescue; percent above DMSO median, 100 means doubled | actives 1% (n = 320,000);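 active means every valid replicate shows activation above 250% relative to neutral control wells; inactive means the rest, any valid replicate at or below 250%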;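 further: OY570 slx delta 5 strain wells were the positive control but not used for scaling; some compounds called inactive have numbers as strong as hits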
Arrestin-AP2 inh = inhibitors of beta-arrestin/AP2 binding, primary screen, biochemical, GPCR trafficking, flow cytometry; FITC-arrestin peptide / GST-AP2 beads; AP2 beta2 appendage carries R879A mutation; inhibition, % at 10 µM; actives 0.31% (n = 340,000);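 active means inhibition above a set limit, near 3 SD of compounds lacking own fluorescence, cut at about 54% in these data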;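 further: plate controls were DMSO wells for no effect and 5 µM unlabelled arrestin peptide for full effect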
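Assay system: GST-AP2 R879A bound to glutathione beads, E. coli-expressed; Medium: PBS with 0.05% Tween 20 and 0.1% BSA; Also added: fluorescein-tagged arrestin peptide at 50 nM final; Timing: 12 min plus 1 h, RT; Measured by: flow cytometry, FL1 (488/535 nm); Evaluation: percent drop in bead-associated FITC signal.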
PKA-R2B activ = activators of PKA-R2B holoenzyme, primary screen, biochemical, fluorescence polarization, Cy5-IP20, human | activation, % at 11.4 µM | PKA-R2B holoenzyme dissociation; R2B truncated from residue 108, S112A mutant; 0% DMSO only, 100% 113 µM cGMP | AID 504700, 2011 | actives 0.079% (n = 340,000) | cAMP-dependent protein kinase catalytic subunit beta (Homo sapiens) + cAMP-dependent …;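 active means activation above a cutoff set at the mean over all compounds plus 3 SD, cut at about 18% in these data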;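 further: higher means more holoenzyme dissociation and a rise in polarization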
Target sequence (P31323 whole entry, looked up, other chains not shown, the tested form may be a part): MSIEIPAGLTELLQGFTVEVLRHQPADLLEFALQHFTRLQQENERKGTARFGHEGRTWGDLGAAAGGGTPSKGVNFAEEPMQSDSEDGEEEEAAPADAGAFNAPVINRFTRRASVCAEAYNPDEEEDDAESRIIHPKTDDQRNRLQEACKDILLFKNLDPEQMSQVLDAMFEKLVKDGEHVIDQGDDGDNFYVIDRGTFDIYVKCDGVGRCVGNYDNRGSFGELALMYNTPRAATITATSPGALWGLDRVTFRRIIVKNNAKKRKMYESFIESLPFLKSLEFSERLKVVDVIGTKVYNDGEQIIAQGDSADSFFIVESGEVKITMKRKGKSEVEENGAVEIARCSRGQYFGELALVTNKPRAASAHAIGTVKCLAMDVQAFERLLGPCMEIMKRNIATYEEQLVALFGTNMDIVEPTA
SR-BI HDL uptake = inhibitors of SR-BI mediated HDL lipid uptake, primary screen, ldlA[mSR-BI] cells, fluorescence, single point; inhibition, % at 12.5 µM; ldlA[mSR-BI] CHO cells, DiI-HDL uptake fluorescence, 3 h; actives 0.96% (n = 320,000);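 active means mean replicate inhibition of at least 70% and a set share of replicates each scoring 70 or more; inconclusive means meets just one of the two criteria; inactive means fails both criteria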;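 further: 0% = median of neutral control wells and 100% = median of positive control wells; values of inactives mirror those of a sister screen read the other way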
SR-BI DiI-HDL act = activators of SR-BI mediated DiI-HDL uptake, primary screen, ldlA[mSR-BI] CHO cells, DiI fluorescence; activation, % at 12.5 µM; 3 h; 100 = double the neutral-control signal; actives 0.096% (n = 320,000);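 active means mean replicate activation of at least 60% and every replicate at or above 60%; inconclusive means mean or all-replicate condition met, but not both; inactive means mean below 60% and not all replicates reaching 60%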;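 further: 0% = median plate neutral-control signal and 100% = twice that signal; values of inactives mirror those of a sister screen read the other way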
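Assay system: LDL receptor-deficient CHO ldlA cells overexpressing murine SR-BI / Medium: BSA-supplemented, HEPES-buffered Ham's F12, pH 7.4 / Probe or stimulus: DiI-labelled HDL at 10 µg/mL final / Timing: compound with DiI-HDL co-incubation, 3 h at 37 °C / Technique: bottom-read cell fluorescence after medium removal, ex 550/em 595 nm / Measure: HDL uptake via cellular fluorescence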
dFosB activator = activators of delta FosB homodimer, primary screen, biochemical, fluorescence polarization, TAMRA-CDK5 oligo, single point; Protein FosB (Mus musculus), P13346; purified delta FosB; percent of positive-control signal above neutral wells; activation, % at 25 µM; actives 0.99% (n = 340,000);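 active means mean activation above about 17%, with every replicate also reaching it, limit read from the data, passing the limit was not always enough; inconclusive means only one of the two conditions met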;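 further: fluorescence polarization rise as delta FosB binds a TAMRA Cdk5 AP-1 oligo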
DSG3 Ab inh = inhibitors of pemphigus antibody binding to DSG3, primary screen, biochemical, bead-based, flow cytometry, scFv-GFP. DSG3-coupled beads, scFv-anti-DSG3-GFP binding; stronger effect = lower value. binding (percent of control), % at 10 µM. actives 0.48% (n = 310,000);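 active means binding more than 3 SD below its plate's average and above zero; inconclusive means below that plate limit but binding exactly zero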;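 further: hits lower antibody fragment binding to DSG3; some compounds called inactive have numbers as strong as hits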
NSD2 inh = NSD2 histone methyltransferase inhibitors, primary screen, biochemical, AlphaScreen, single concentration, set 2. actives 0.54% (n = 310,000). NSD2 peptide methylation, 120 min. Histone-lysine N-methyltransferase NSD2 (Homo sapiens), O96028. inhibition, % at 12.5 µM; in the data active means inhibition above about 50%
PKA-R1A act = activators of PKA-R1A holoenzyme, primary screen, biochemical, fluorescence polarization, Cy5-IP20, bovine R1A, mouse PKAc. actives 0.083% (n = 340,000). cAMP-dependent protein kinase type I-alpha regulatory subunit (Bos taurus) + …. activation, % at 11.4 µM. PKA-R1A dissociation; scaled: DMSO 0%, 113 µM cGMP 100%;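 active means percent activation above the mean of all tested compounds plus 3 SD, cut at about 19% in these data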;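 further: higher means more PKAc released from R1A so a rise in polarization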
CDK5 inh = inhibitors of human CDK5/p35 kinase, primary screen, biochemical, single concentration | Cyclin-dependent kinase 5 (Homo sapiens) + Cyclin-dependent kinase 5 activator 1 (Homo … | actives 0.01% (n = 330,000) | inhibition, % at 10 µM | Recombinant CDK5/p35, ADP-Glo luminescence, 60 min;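 active means highest replicate inhibition of at least 50% and at least 75% of replicates reaching 50%; inconclusive means only one of the two criteria met; inactive means both criteria failed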;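 further: plate controls were DMSO neutral control for no effect and GW8510 at 10 µM for full effect; many of its hits are not listed in these tables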
Target sequence (Q00535 whole entry, looked up): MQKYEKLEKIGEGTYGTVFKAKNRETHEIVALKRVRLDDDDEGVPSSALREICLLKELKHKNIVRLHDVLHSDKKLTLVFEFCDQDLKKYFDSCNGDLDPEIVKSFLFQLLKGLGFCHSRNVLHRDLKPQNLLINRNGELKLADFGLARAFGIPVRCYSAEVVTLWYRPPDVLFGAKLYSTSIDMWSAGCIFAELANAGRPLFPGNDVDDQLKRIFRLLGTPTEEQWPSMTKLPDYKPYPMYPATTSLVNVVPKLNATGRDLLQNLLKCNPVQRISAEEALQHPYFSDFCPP
Target sequence (Q15078 whole entry, looked up): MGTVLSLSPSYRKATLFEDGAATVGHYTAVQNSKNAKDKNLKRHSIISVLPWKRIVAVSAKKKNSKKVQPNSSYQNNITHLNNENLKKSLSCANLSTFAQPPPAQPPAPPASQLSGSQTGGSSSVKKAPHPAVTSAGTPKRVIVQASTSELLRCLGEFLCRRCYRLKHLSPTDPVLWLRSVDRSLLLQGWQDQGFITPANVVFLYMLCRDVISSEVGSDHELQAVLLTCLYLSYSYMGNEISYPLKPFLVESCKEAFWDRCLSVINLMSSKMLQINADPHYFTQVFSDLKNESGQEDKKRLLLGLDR
MITF TRPM1 HTS = activators of MITF-driven TRPM1 promoter reporter, primary screen, cell-based, SK-MEL-5, luciferase, single point; SK-MEL-5 TRPM1-promoter luciferase, 24 h; % of positive control, neutral wells = 0; actives 0.75% (n = 300,000); activation, % at 12.5 µM;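 active means mean activation of at least 80% with every replicate also reaching 80%; inconclusive means mean reaches 80% but some replicate falls short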;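 further: 0% = neutral control wells and 100% = parthenolide positive control wells; values of inactives mirror those of a sister screen read the other way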
* = called active by the depositor; ? = inconclusive; nt = not tested or not shown. Outcome played no part in choosing rows (roughly 4.7% active in at least one column).

SMILES	Mot1-301 SUMO	Arrestin-AP2 inh	PKA-R2B activ	SR-BI HDL uptake	SR-BI DiI-HDL act	dFosB activator	DSG3 Ab inh	NSD2 inh	PKA-R1A act	CDK5 inh	MITF TRPM1 HTS
CCN(CC)CCCNc1nc2ccccc2c2[nH]c3ccc(OC)cc3c12	nt	11	0	18	-18	78*	104	56*	-10	0.9	-101
CCOC(=O)N1CCN(C(=O)c2c(O)c3cccc4c3n(c2=O)CC4)CC1	0	0	-11	-8	8	6	103	-1	4	1.3	-6
O=C(Nc1ccccc1)Nc1cccc(C(F)(F)F)c1	6	16	-7	25	-25	-5	101	-6	-4	-1.3	47
Cc1ccccc1CC(=O)NCC1CCCCC1	-3	-1	-7	-8	8	11	108	0	-3	-0.5	3
CN1/C(=C/C(=O)C2CCC2)Sc2ccccc21	7	10	10	9	-9	-2	107	nt	-8	-0.2	23
O=C(O)c1ccc(CSc2nnc(-c3ccc(Cl)cc3)o2)cc1	-5	0	2	-5	5	1	111	-3	9	1.1	0
CNc1nc(Cl)nc2c1ncn2-c1ccccc1	nt	-4	1	7	-7	-7	118	31	-4	0.2	-19
N#CC1(Nc2ccc3ccccc3c2)CCCC1	nt	3	-4	4	-4	0	nt	5	-6	0.2	14
COC(=O)c1sccc1NC(=O)c1cc(OC)cc(OC)c1	12	1	-2	5	-5	0	102	nt	6	-1.2	6
CC12CCC(=O)C=C1CCC1C2CCC2(C)C(C(=O)CO)CC(O)C12 (configuration not stated)	nt	8	8	-15	15	-11	92	4	0	-1.4	2
N#CC1=C(N)C2=C(N3CCCCC3)CCCC2C1(C#N)C#N (configuration not stated)	-7	-12	-1	1	-1	-14	111	31	6	-0.8	0
CC(=O)Cn1c(C(F)(F)F)nc2ccccc21	171	-41	1	-8	8	7	106	-1	2	-0.9	-18
CCN(CC)CC(=O)Nc1c2c(nc3ccccc13)N(C)CC2	-15	5	-10	-2	2	-10	107	1	2	-2.2	-13
Cc1ccc(NC(=O)CN2C(=O)CN(C)C2=O)cc1S(=O)(=O)N1CCCCC1	281	-11	2	-2	2	0	101	-3	2	-8.5	-3
COc1cccc(C(=O)OCC(=O)NC(=O)NC2CCCC2)c1O	2	-11	-13	-13	13	-9	105	-2	-4	-0.4	-6
O=C(O)CCCC(=O)Nc1ccccc1C(=O)N1CCOCC1	-9	30	5	-11	11	4	98	-8	-7	0.1	-2
CC1CCCCC1NC(=O)CO/N=C/c1ccccc1OC(F)F (configuration not stated)	89	0	13	31	-31	-7	88	-5	-12	0.2	-6
COc1cccc(C=NNC(=O)C2CC2)c1	nt	2	-11	-1	1	-3	89	-1	-4	-3.1	1
COc1ccc(-c2ccc([C@H]3[C@@H]4C=CCC[C@@]4(C)C(=O)N3Cc3ccccc3)c(F)c2)cc1	3	-3	-10	30	-30	5	105	nt	-5	-0.3	-5
NC(=O)C1CCN(CCCNC2CC(=O)N(Cc3ccc(N4CCCC4=O)cc3)C2=O)CC1 (configuration not stated)	62	-2	-3	-31	31	6	107	nt	11	0.3	nt
COC(=O)C1=C(C)NC(C)=C(C(=O)OC)C1C1CC=CCC1 (configuration not stated)	-15	-2	-22	-29	29	-1	nt	2	-4	-0.8	nt
CCC(NC(=S)NCc1ccc(F)cc1)c1ccc(C(C)C)cc1 (configuration not stated)	13	-7	-1	-1	nt	-4	105	1	-12	0.0	-14
Cc1ccc(C(=O)N2Cc3ccccc3CC2C(=O)O)cc1 (configuration not stated)	-7	7	-8	1	-1	1	110	-2	-18	-0.3	-10
COc1ccc(SCCc2nnc(-c3ccccc3)o2)cc1	2	4	5	-6	6	-5	102	32	-13	-0.3	8

In the list so far, 2 have an aryl thioether with sulfur outside any ring:
SMILES	Mot1-301 SUMO	Arrestin-AP2 inh	PKA-R2B activ	SR-BI HDL uptake	SR-BI DiI-HDL act	dFosB activator	DSG3 Ab inh	NSD2 inh	PKA-R1A act	CDK5 inh	MITF TRPM1 HTS
O=C(O)c1ccc(CSc2nnc(-c3ccc(Cl)cc3)o2)cc1	-5	0	2	-5	5	1	111	-3	9	1.1	0
COc1ccc(SCCc2nnc(-c3ccccc3)o2)cc1	2	4	5	-6	6	-5	102	32	-13	-0.3	8

(next part)
SMILES	Mot1-301 SUMO	Arrestin-AP2 inh	PKA-R2B activ	SR-BI HDL uptake	SR-BI DiI-HDL act	dFosB activator	DSG3 Ab inh	NSD2 inh	PKA-R1A act	CDK5 inh	MITF TRPM1 HTS
O=C(CO/N=C/c1cccc([N+](=O)[O-])c1)NC1CCCCC1	483	-6	3	-18	18	-10	103	1	1	-4.3	-9
COc1ccccc1NC(=O)COC(=O)CC(C)(C)CC1=NS(=O)(=O)c2ccccc2N1	396*	-4	-8	-4	4	-3	nt	4	-6	-1.0	2
CCCCn1c(N)c(N(CC)C(=O)CSCc2c(C)noc2C)c(=O)[nH]c1=O	61	-2	-4	-3	3	-1	nt	1	-2	-0.3	1
CC(C)(C)OC(=O)[C@H](Cc1ccccc1)NC(=O)c1nc[nH]c1C(=O)N1CCc2ccccc2C1	-14	17	-11	-19	19	-15	109	nt	-7	-3.3	-2
CCn1c(COc2ccccc2)nnc1SCC(=O)NCc1ccco1	-25	20	8	-6	6	-5	90	2	1	0.1	5
COc1ccc(N2CCN(C(=O)C3CCN(S(=O)(=O)c4ccc5c(c4)oc(=O)n5C)CC3)CC2)cc1	-8	-11	-12	11	-11	-9	96	-3	-16	nt	-2
Cc1nc(C)n(C(Oc2ccc(Cl)cc2Cl)C(=O)C(C)(C)C)n1 (configuration not stated)	15	6	0	0	0	-10	nt	-1	10	-1.3	2
O=C(Nc1c(F)cc(F)cc1Br)c1cc(-c2ccccc2)on1	39	3	1	-292	?	?	118	-2	-6	-0.6	nt
CCCCC(=O)Nc1cc(Cl)ccc1C(=O)O	-26	15	2	-14	14	-1	nt	-4	-8	-1.1	-1
NC(=O)c1c(NC(=O)c2ccc(F)cc2)sc2c1CCC2	-1	-7	14	13	-13	5	96	-1	-7	-0.4	nt
O=C(CNC(=O)c1ccc(Br)cc1)NCC(=O)OCC(=O)c1ccc(F)cc1	-1	-11	9	-18	18	-4	108	-5	-10	-0.5	-5
C/C(=N\NC(=O)COc1ccccc1-c1ccccc1)c1ccccn1	-17	-14	1	31	-31	-14	106	30	-5	0.4	-83

Four compounds from above, ordered by molecular weight, smallest number first.
SMILES	Mot1-301 SUMO	Arrestin-AP2 inh	PKA-R2B activ	SR-BI HDL uptake	SR-BI DiI-HDL act	dFosB activator	DSG3 Ab inh	NSD2 inh	PKA-R1A act	CDK5 inh	MITF TRPM1 HTS
C/C(=N\NC(=O)COc1ccccc1-c1ccccc1)c1ccccn1	-17	-14	1	31	-31	-14	106	30	-5	0.4	-83
Cc1nc(C)n(C(Oc2ccc(Cl)cc2Cl)C(=O)C(C)(C)C)n1 (configuration not stated)	15	6	0	0	0	-10	nt	-1	10	-1.3	2
O=C(Nc1c(F)cc(F)cc1Br)c1cc(-c2ccccc2)on1	39	3	1	-292	?	?	118	-2	-6	-0.6	nt
COc1ccc(N2CCN(C(=O)C3CCN(S(=O)(=O)c4ccc5c(c4)oc(=O)n5C)CC3)CC2)cc1	-8	-11	-12	11	-11	-9	96	-3	-16	nt	-2

Next entries follow:
SMILES	Mot1-301 SUMO	Arrestin-AP2 inh	PKA-R2B activ	SR-BI HDL uptake	SR-BI DiI-HDL act	dFosB activator	DSG3 Ab inh	NSD2 inh	PKA-R1A act	CDK5 inh	MITF TRPM1 HTS
CCCCNC(=O)[C@@](CC)(ONc1ccccc1C(F)(F)F)c1cccc2ccccc12	12	-7	-5	10	-10	-12	106	nt	-9	1.2	1
Cc1[nH]c2ccc(F)cc2c1CCN(Cc1cccnc1)C(=S)NC(C)(C)C	3	-7	-7	11	-11	-8	114	-1	1	1.1	12
CNC(=S)Nc1cccc(C(=O)O)c1	179	-8	1	-11	11	2	102	-1	-11	-2.7	-17
Cc1ccc(Nc2nc3nonc3nc2N(C)C)cc1	7	1	6	13	-13	1	99	0	-10	-1.0	0
C#CCn1c(CCNC(=O)c2ccco2)nc2ccccc21	-13	-1	-4	-10	10	0	95	4	-7	nt	-5
C=CCn1c(Oc2cccc(C)c2)nc2c1c(=O)n(C)c(=O)n2C	17	9	1	14	-14	-3	99	5	6	0.0	9
Cc1c(C(=O)NCc2cccnc2)oc2ccc(S(=O)(=O)N3CC(C)CC(C)C3)cc12 (configuration not stated)	1	1	2	-1	1	-7	96	nt	-8	1.7	-23
COc1ccc(N2CCN(C(=O)CCNS(=O)(=O)c3cc(Br)cnc3N)CC2)cc1	6	-15	-4	16	-16	-6	108	nt	-5	2.7	1
O=C(O)c1ccccc1-c1ccccc1C(=O)Nc1ccc(OC(F)(F)F)cc1	0	9	9	2	-2	-4	101	-3	-6	-0.4	7
CC(=O)c1c(O)c2cccc3c2n(c1=O)CCC3	216	3	-2	1	-1	-3	102	-5	-7	0.6	-12
O=C(COC(=O)/C=C/c1cccc([N+](=O)[O-])c1)NCC1CCCO1 (configuration not stated)	-9	6	2	-25	25	3	nt	-2	0	-1.9	9
